High-throughput results: PubChem, National Center for Advancing Translational Sciences (NCATS)
KB-3-1 cytotox: qHTS assay for MDR1-selective chemotherapeutics: Primary screen using the parental adenocarcinoma cell KB-3-1. KB-3-1 viability, CellTiter-Glo ATP luminescence, 72 h. Potency, µM (top dose mostly 46.1 µM), inactives show at the highest dose activity change, negative = cytotoxic, hits mostly cytotoxic. 1.4% of 400,000 active; also: potency is read from the fitted curve at half-maximal effect; % is scaled to controls: 0 for no effect and ±100 for the full control effect; nearly all actives have a fitted effect of over 60% in size
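Luminescent ATP read-out (CellTiter-Glo) measures survival of drug-naive KB-3-1 cells after 72 h compound exposure at 37 °C. Titration series was screened from lowest to highest concentration, with DMSO vehicle plates as background controls.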
IL1B secr inh: qHTS for Inhibitors of Inflammasome Signaling: IL-1-beta AlphaLISA Primary Screen | 4.7% of 360,000 active | activity change, % at 57.5 µM | THP-1 LPS/ATP IL-1B secretion, AlphaLISA, 16 h; stronger effect = lower value | AID 743279, 2014; in the data active = activity change below about -50%; inconclusive = mostly about -30% to -49%; also: % is scaled to controls: 0 for no effect and ±100 for the full control effect
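Secreted IL-1B measured by AlphaLISA bead assay after 16 h compound exposure of THP-1 cells; compounds (final up to 57.5 uM) added 1 h before LPS (250 ng/mL) and ATP (1.25 mM) stimulation; lower signal means less secretion.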
MCF10A rereplic: A quantitative high throughput screen for small molecules that induce DNA re-replication in MCF 10a normal breast cells; MCF 10A DNA re-replication, Hoechst nuclear intensity, 48 h; Potency, µM (top dose mostly 46.1 µM), without a hit: at the highest dose activity, positive = re-replication, actives largely listed as activators; 2.9% of 350,000 active; AID 624296, 2012; also: potency is read from the fitted curve at half-maximal effect; % of control where 0% means no effect; nearly all actives have a fitted effect of over 50% in size
ATXN viability: Viability Counterscreen for Primary qHTS for Inhibitors of ATXN expression; AID 651635, 2014; Potency, µM (highest dose often 56.7 µM), usual class: cytotoxic; S2 cells (HEK-293 line with an ATXN2-luciferase reporter) viability, CellTiter-Fluor protease fluorescence, 24 h; 0.49% of 400,000 active; also: potency is read from the fitted curve at half-maximal effect; nearly all actives have a fitted effect of over 40% in size
HT1080 IDH1KD tx: qHTS for induction of synthetic lethality in tumor cells producing 2HG: qHTS for the HT-1080-IDH1KD cell line. HT-1080 IDH1 knockdown viability, ATP luminescence, 48 h. Potency, µM (top dose mostly 46.1 µM), for inactives: top-dose activity, negative = toxicity, actives largely listed as cytotoxic. 2% of 360,000 active. AID 686971, 2013;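 also: potency is read from the fitted curve at half-maximal effect; 0% = DMSO wells and -100% = cell-free medium wells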
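Using the IDH1-knockdown HT-1080 line run in the same batch and compound series as the NT line, viability after 48 h at 37 °C was determined by CellTiter-Glo luminescence and expressed as % activity.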
SW480 rerep: A quantitative high throughput screen for small molecules that induce DNA re-replication in SW480 colon adenocarcinoma cells; AID 624297, 2012; SW480 DNA re-replication, Hoechst DNA content imaging, 48 h; 1.8% of 340,000 active; Potency, µM (highest dose often 46.1 µM), without a hit: at the top dose re-replication activation, actives largely listed as activators; also: potency is read from the fitted curve at half-maximal effect; % of control where 0% means no effect; nearly all actives have a fitted effect of over 55% in size
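First, 250 cells per well were seeded. Next, compound or vehicle (23 nL) was pinned in, plates sat 48 hr at 37 C. Finally Hoechst was added for 40 min before fluorescence scanning.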
HT1080-NT tox: qHTS for induction of synthetic lethality in tumor cells producing 2HG: qHTS for the HT-1080-NT fibrosarcoma cell line; AID 686970, 2013; 1.6% of 360,000 active; HT-1080-NT fibrosarcoma viability, CellTiter-Glo ATP luminescence, 48 h; Potency, µM (highest dose often 46.1 µM), for the others: at the highest dose activity, negative = less viability, most hits filed as cytotoxic;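 also: NT is the 2HG producing partner of a matched IDH1 knockdown line; potency is read from the fitted curve at half-maximal effect; 0% = DMSO-treated cells and -100% = media-only wells without cells; nearly all actives have a fitted effect of over 55% in size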
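Toxicity toward the 2HG-producing NT line was scored as %Activity, normalised to DMSO and no-cell wells, from CellTiter-Glo luminescence after 48 hours' treatment.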
HepG2 viability: qHTS for Inhibitors of TGF-b: Cytotox Counterscreen | HepG2 CAGA-GFP viability, ATP luminescence, 18 h | Potency, µM (series often up to 46.1 µM), for the others: at the top dose activity change, negative = cytotoxicity, most hits filed as cytotoxic | 0.76% of 410,000 active | AID 588856, 2011; also: potency is read from the fitted curve at half-maximal effect; some results filed as inactive show a strong effect at the top dose
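HepG2 CAGA-GFP cells (1000/well, DMEM with 1% FBS) received compound, then TGF-beta at 500 pg/mL final, and were incubated 18 hours at 37 degrees C. Viability was read by CellTiter-Glo luminescence. Media-only wells were set as complete cell-killing and DMSO as no toxicity.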
ATXN2 expr inh: Primary qHTS for Inhibitors of ATXN expression; Potency, µM (highest dose often 57 µM), for the others: top-dose activity change, negative = inhibition, usual class: inhibitors; 0.72% of 360,000 active; AID 1745845, 2022; HEK-293 ATXN2-luciferase reporter, luminescence, 24 h; also: potency is read from the fitted curve at half-maximal effect; % is scaled to controls: 0 for no effect and ±100 for the full control effect; nearly all actives have a fitted effect of over 55% in size
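ATXN2-luciferase reporter cells (luciferase flanked by upstream and downstream ATXN2 gene portions) were treated 24 h at 37 °C with compounds at up to 57 uM. SteadyGlo luminescence gave expression; GF-AFC fluorescence gave viability.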
The depositor's hits bear a star; i = inactive; ? = inconclusive; / = not tested or not shown; & = joins results of further samples; [ ] = remark or other dose. Unless noted, calls follow the shape of the dose curve; as a rule, active = well fitted curve in the direction sought with a large enough effect; inconclusive = small, poorly fitted or top-dose-only effect, or another doubt; inactive = no such curve, though single readings can be large; an effect the other way counts as inactive or inconclusive.

molecule	MCF10A rereplic	HepG2 viability	ATXN viability	SW480 rerep	ATXN2 expr inh	HT1080-NT tox	IL1B secr inh	KB-3-1 cytotox	HT1080 IDH1KD tx
O=C(N/N=C/c1ccc(OCc2ccccc2)cc1)c1cccs1	26%	-30%	i	-5%	5%	-2%	2	6%	-2%
O=C(COC(=O)c1n[nH]c(=O)c2ccccc12)NCc1ccccc1	6%	-15%	i	1%	/	-7%	9	6%	-9%
O=C(Nc1ccccc1)n1cc(-c2ccccn2)c(N2CCOCC2)n1	-1%	9%	i	2%	/	-2%	36	-3%	-3%
Cc1ccc(C2C(C#N)=C(N)OC3=C2C(=O)CCC3)s1 (stereo unspecified)	-8%	-2%	i	-7%	4%	15%	-8	8%	13%
CC12CN3CC(C)(CN(C1)C3c1ccc3c(c1)OCO3)C2=O (stereo unspecified)	-3%	0%	i	-12%	0%	15%	13	-3%	9%
O=C(O)C1CCC2CCCC21 (stereo unspecified)	/	-6%	i	/	18%	?	18	0%	17%
O=C(NC1(C(F)(F)F)NC(=O)N(Cc2ccco2)C1=O)c1cccs1 (stereo unspecified)	-1%	-12%	i	-2%	1%	1%	-5	0%	5%
Cc1cc(S(=O)(=O)NC2CCCCC2)ccc1OCC(=O)NCc1cccnc1	-5%	-9%	i	-1%	3%	-7%[9.24 µM]	25	-11%	-20%
COc1ccccc1C1CCN(Cc2ccc(Cl)cc2Cl)CC1	?	-3%	i	-1%	-3%	12%	18	-2%	11%
COc1cccc(Nc2nc(N)c([N+](=O)[O-])c(NCc3ccco3)n2)c1	?	-19%	?	17%	?	?	-69*	10%	?
Cc1cccc(C)c1NC(=O)/C(C#N)=C/c1ccsc1	?	-5%	?	1.5µM*	-32%	5%	-1	6%	-13%
O=C(Nc1ccccc1-c1nc2ccccc2s1)c1cccnc1Cl	?	-5%	?	0%	-33%	-1%	48	1%	10%
Oc1ccc(Cl)cc1C=Nc1ccccc1Br	-2%	-11%	i	1%	-1%	13%	26	7%	1%
CC(C)(C)C(=O)C(CO)(Oc1ccc(Cl)cc1)n1cncn1 (stereo unspecified)	5%	-2%	i	3%	2%	-5%	12	-6%	6%
CCc1nc(NCCCN2CCOCC2)c2oc3ccccc3c2n1	-5%	8%	i	-3%	5%	-11%	11	-1%	-3%
COc1ccc2c(c1)c(C(=O)CN1CCCCC1)c(C)n2C	?	1%	i	-8%[9.22 µM]	-27%	-8%	-16	0%	-1%
CSc1ccccc1NC(=O)Cn1nc([N+](=O)[O-])c(Cl)c1C	2%	-24%	i	-84%[inhibitor]	-11%	-7%	12	1%	-21%
COc1ccc(NC2=NCC(=O)N2c2ccccc2F)c(OC)c1	6%	4%	i	-3%	9%	19%	11	3%	21%
Nc1ccccc1SCc1cn2ccccc2n1	?	-14%	i	-693%&0%[inhibitor]	4%	-1%	-6	22%	0%
O=C(CN1C(=O)COc2ccccc21)NCCCN1CCCC1	-6%	-35%	i	-2%	/	-1%	2	2%	2%
COc1cc(-c2nn3c(C4CCCCC4)nnc3s2)cc(OC)c1OC	?	1%	i	0%[9.22 µM]	-16%	-6%	-51*	0%	1%
Cc1cccc(NC(=O)C2COc3ccccc3O2)c1 (stereo unspecified)	1%	0%	i	?	35%[activator]	12%	6	2%	13%
COc1ccc(NC(=O)C2(C)CCN2C(=O)Cc2ccccc2)cc1OC (stereo unspecified)	/	2%	i	/	9%	19%	4	0%	?
C[C@H](CO)N1C[C@H](C)[C@@H](CN(C)S(=O)(=O)c2ccccc2)OCCCC[C@H](C)Oc2ccc(NC(=O)CCC(F)(F)F)cc2C1=O	/	9%	i	/	3%	8%	8	1%	11%
CC1Cc2ccccc2N1C(=O)CN1CCC(C(N)=O)CC1 (stereo unspecified)	-3%	-24%	i	-1%	3%	20%	4	5%	18%
CCOc1ccc(N/C(N)=N/c2nc(CSc3nnc(C)s3)cc(=O)[nH]2)cc1	?	15%	i	?	-3%	0.21µM*	37	0.73µM*	0.92µM*
O=C(Cn1cnc2cc([N+](=O)[O-])ccc2c1=O)N(Cc1ccccc1)C1CCS(=O)(=O)C1 (stereo unspecified)	0%	9%	i	-4%	-4%	4%	0	28%	10%
CCC(C)NC(=O)c1ccc(CNS(=O)(=O)c2ccc3c(c2)C(C)(C)C(=O)N3C)cc1 (stereo unspecified)	-3%	-8%&-7%	i	-7%	-1%	16%	-11	3%	1%
CCCOc1ccccc1/C=C(\C#N)C(=O)Nc1cccnc1	2%	-134%	i	-9%	58%[activator]	?	-15	17%	15%
CC(=O)Nc1c(C(N)=O)oc2ccc(Cl)cc12	-2%	38%	i	-3%	-6%	-1%	5	-2%	1%

Part of the list above in a different format.
> Cc1ccc(C2C(C#N)=C(N)OC3=C2C(=O)CCC3)s1 (stereo unspecified)
  MCF10A rereplic: -8%	HepG2 viability: -2%	ATXN viability: i	SW480 rerep: -7%	ATXN2 expr inh: 4%	HT1080-NT tox: 15%	IL1B secr inh: -8	KB-3-1 cytotox: 8%	HT1080 IDH1KD tx: 13%
> O=C(Nc1ccccc1-c1nc2ccccc2s1)c1cccnc1Cl
  MCF10A rereplic: ?	HepG2 viability: -5%	ATXN viability: ?	SW480 rerep: 0%	ATXN2 expr inh: -33%	HT1080-NT tox: -1%	IL1B secr inh: 48	KB-3-1 cytotox: 1%	HT1080 IDH1KD tx: 10%

Carrying on:
molecule	MCF10A rereplic	HepG2 viability	ATXN viability	SW480 rerep	ATXN2 expr inh	HT1080-NT tox	IL1B secr inh	KB-3-1 cytotox	HT1080 IDH1KD tx
CCOc1ncccc1C(=O)OCC(=O)N(CC(C)C)C1CCS(=O)(=O)C1 (stereo unspecified)	-7%	0%	?	-3%	-13%	25%	0	9%	22%
CCN(c1ccccc1C(=O)O)S(=O)(=O)c1cccc2nsnc12	3%	-1%	i	-1%	21%	8%	13	1%	-4%
Cc1cccc(NC(=O)CSc2nnc(CNC(=O)c3cccc(C)c3)n2-c2ccccc2)c1	/	-2%	i	/	-23%	/	/	5%	/
O=C(c1cccs1)N1CCCN(c2ncnc3scc(-c4ccccc4)c23)CC1	?	6%	i	-64%[inhibitor]	-21%	-29%	/	-12%	?
CSCCNCc1c(C(=O)N2CCOCC2)nc2c(C)cccn12	-4%	-9%	i	4%	-2%	1%	7	2%	3%
COc1ccc(S(=O)(=O)N2CCCC(C(=O)NCCCn3ccnc3)C2)cc1OC (stereo unspecified)	0%	-9%	/	19%	-14%	-28%	?	3%	-7%
O=C(Nc1ccc(F)cc1F)c1cc(=O)n(-c2ccccc2)c(=O)[nH]1	-5%	-9%	i	-4%	/	1%	-1	3%	0%
CSc1ccc(/C=C(/NC(=O)c2ccco2)C(=O)N2CCCCC2)cc1	1%	-13%	i	7%	5%	3%	-14	19%	7%
CCCS(=O)(=O)NC(=O)C1(C)CCCN(C(=O)c2cc(OC)ccc2Br)C1 (stereo unspecified)	/	1%	i	/	12%	10%	38	0%	1%
COc1cccc(CN2CCC(Oc3ccc(C(=O)N4CCCCC4)cc3)CC2)c1	?	-29%	i	?	-4%	14%	-15	-1%	-2%
COC(=O)CSc1snnc1-c1ccc(F)cc1	-6%	-8%	?	0%	3%	13%	30	2%	19%
COc1ccc2cc(S(=O)(=O)N3CCN(C)CC3)ccc2c1	0%	-3%	?	-1%	-4%	2%	-7	1%	-2%
O=C(COc1ccccc1F)Nc1nnc(SCc2cc(=O)c3ccccc3[nH]2)s1	/	-5%	?	/	-11%	/	/	10%	/
Cc1ccc(NC(=S)NCc2cccs2)c(C)c1	26%	-19%	i	-1%	6%	1%	-14	5%	-3%
Cc1cccc(C)c1OCC(=O)NCc1ccccc1	-6%	-3%	i	-1%	2%	18%	12	-4%	19%
CC(=O)OC(C(=O)NCc1ccc(F)cc1)c1ccccn1 (stereo unspecified)	-1%	-7%	i	1%	3%	10%	24	8%	13%
COc1ccc(-c2noc(-c3ccc(Cl)cc3)n2)cc1	?	6%	i	-1%	60%[activator]	24%	0	3%	30%
Cc1ccc(NC(=O)CN(C)Cc2c(O)ccc3ccccc23)cc1	-7%	-31%	i	-5%	7%	-9%	-101*	-1%	-1%
CC1=CCC(C(=O)O)C(C(=O)Nc2cccnc2)C1 (stereo unspecified)	-1%	-2%	i	?	1%	-9%	11	-1%	-5%
CC(=O)c1c(C(C)=O)c(C)n(NC(=O)c2ccccc2Cl)c1C	7%	4%	i	-4%	-8%	-7%	7	2%	-10%
Cc1oc2cc(O)ccc2c(=O)c1-c1ccccc1	-13%	-6%	i	-2%	24%	12%	46	2%	1%
Cc1nc2c(=O)n(C)c(=O)n(C)c2nc1Cl	1.8µM*	11µM*	30µM*	?	?	9.2µM*	-99*	15µM*	5.8µM*
COc1ccc(-c2nc3c(C#N)c[nH]n3c2NC2CCCC2)cc1	/	-23%	?	/	1%	/	/	-4%	/
COCCNC(=S)N(CCCO)Cc1cc2cc3c(cc2[nH]c1=O)OCO3	/	3%	i	/	/	-2%	-3	1%	-3%
CSc1nnc(-c2ccc([N+](=O)[O-])cc2)o1	14%	-11%	i	?	15%	-6%	-7	?	-9%
CCN1CCN(c2cc(C)c3cc(NC(=S)N(CC)CC)ccc3n2)CC1	?	-30%	?	?	/	-11%	-9	-16%	-7%

Compounds were not picked by outcome; about 8.9% have a hit in one of these screens.
